# Bioassay records from PubChem BioAssay.
# Giardia killer: kills Giardia lamblia | Giardia lamblia trophozoite viability | activity change, % at 7.66 µM, hits read low | 340,000 tested, 0.15% active; in the data active = activity change below about -80%; inconclusive = between about -30% and that limit;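 also: parasites exposed to compound for two days anaerobically before the ATP read; % is scaled to controls: 0 for no effect and ±100 for the full control effect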
#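 Each well holds 100 Giardia trophozoites and compound. After two days (48 hrs) at 37 deg C in anaerobic conditions, ATP is quantified by luminescence.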
# hERG WT inh: KCNH2 (human, wildtype) channel inhibition | U2OS, BacMam KCNH2, thallium flux FluxOr; stronger effect = lower value | 340,000 tested, 0.37% active | activity change, % at 1.84 µM | AID 720551 | Q12809;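 active = maximum activity change below -70%; inconclusive = maximum activity change between -70% and -50%; inactive = maximum activity change above -50%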; also: % is scaled to controls: 0 for no effect and ±100 for the full control effect
#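 U2OS cells transduced with wild-type KCNH2 virus are loaded with FluxOr dye for 45 min, and thallium flux is measured in kinetic reads before and after stimulation buffer. Rate constants are normalized to DMSO controls.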
# MLL CXXC-DNA inh: blocks binding of human MLL CXXC domain to DNA. Potency, µM (highest dose often 115 µM), inactives show at the top dose activity change, negative = inhibition, actives largely listed as inhibitors. MLL-CXXC / FITC-HOXA9 DNA fluorescence polarization. Q03164. 290,000 tested, 0.037% active. AID 2662; active = well fitted inhibition curve with a large enough effect in the polarisation, with a control signal flat, not every such curve was filed as active; inconclusive = small, poorly fitted or top-dose-only effect, or effect the other way, or a change in a side signal; inactive = no such curve, though single readings can be large or run the other way; the % refers to the polarisation; also: potency is read from the fitted curve at half-maximal effect
#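 Steps: dispense CXXC domain solution (7 uM) → pin compounds or unlabeled HOX-A9 DNA control → 5 min ambient → add FLSN-HOX-A9 solution (50 nM) → spin → 30 min ambient → fluorescence polarization. Tris pH 7.5/NaCl/DTT/BSA buffer.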
# Coupling enz: counter-screen for Giardia aldolase inhibitors: coupling enzyme system; coupling enzyme system counterscreen, AmpLite Red fluorescence; activity change, negative = inhibition, % at 58.2 µM, hits read low; 290,000 tested, 0.67% active; AID 2472; in the data active = activity change below about -30%; also: % is scaled to controls: 0 for no effect and ±100 for the full control effect
#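 Final compound at 57.5 uM, incubated 10 min at RT with coupling enzyme reagent (glyceraldehyde-3-phosphate), then 20 min with substrate and AmpLite Red detection. Fluorescence read at 525/598 nm; tests interference with the coupling assay, not aldolase inhibition.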
# A-T KAP1 phos: potential ataxia-telangiectasia treatment | AID 485349 | […] A-T fibroblasts, KAP-1 phosphorylation AlphaLISA; neocarzinostatin DNA damage 30 min before lysis | 320,000 tested, 0.19% active | Potency, µM (highest dose often 57.5 µM), without a hit: top-dose activation, actives largely listed as activators; also: potency is read from the fitted curve at half-maximal effect; % of control where 0% means no effect; nearly all actives have a fitted effect of over 45% in size
#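 ATM-like activity read as KAP-1 phosphorylation via AlphaLISA donor/acceptor antibody pairs after lysis and 6 hr at 25C. Cells were ATM-null patient fibroblasts ([…], hTERT), dosed 60 min, then exposed to the DSB inducer NCS for 30 min.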
# BCR signal inh: inhibitors of chronic active B-cell receptor signaling | ABC-DLBCL IkBa-CBG/CBR reporter, luminescence ratio, 4 h | Potency, µM (doses to about 46.1 µM), inactives show at the highest dose ratio change, negative = lower green/red ratio, most hits filed as inhibitors | 340,000 tested, 0.05% active; active = well fitted inhibition curve with a large enough effect in the signal ratio, with a control signal flat, not every such curve was filed as active; inconclusive = small, poorly fitted or top-dose-only effect, or effect the other way, or a change in a side signal; the % refers to the signal ratio;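 also: potency is read from the fitted curve at half-maximal effect; plate controls were basal doxycycline-induced cells for no effect and cells given 10 µM MG132 for full effect; MG132 reads +100%, hits lower the ratio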
#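 Doxycycline induced both beetle luciferases in TMD8 lymphoma cells; IKK-driven degradation limits the IkappaBalpha-fused green signal, while red luminescence normalises for cell number and nonspecific effects. Compounds tested up to 46 uM, 4 hrs.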
# Tb PFK inh: inhibitors of T. brucei phosphofructokinase; T. brucei PFK, ADP-Glo luminescence; Potency, µM (series often up to 57.5 µM), inactives show at the top dose activity, negative = inhibition, most hits filed as inhibitors; 330,000 tested, 0.17% active; O15648;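 also: potency is read from the fitted curve at half-maximal effect; 0% = uninhibited 1x PFK enzyme wells and -100% = no-enzyme wells; nearly all actives have a fitted effect of over 60% in size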
#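 Activity is normalized to no-enzyme wells (full inhibition) and 1.25 nM enzyme wells (no inhibition). Reaction: 0.5 mM F6P, 0.1 mM ATP, 45 min RT, ADP-Glo luminescence; concentration-response curves fitted and classed by quality.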
# TCR activator: T cell receptor activation | primary human leukocytes, anti-CD3, IL-2 HTRF, 48 h | Potency, µM (titrated, usually from 9.22 µM), without a hit: at the top dose activation of IL-2 secretion, hits mostly activators | 330,000 tested, under 10 active; also: % of control where 0% means no effect
#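 HTRF read-out of IL-2 secretion: europium cryptate donor excited at 320nm, d2 acceptor emission at 665nm. Cells were primary human leukocytes incubated 48 hr with compounds and a-CD3 beads, supplying TCR signal only.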
# GALK inhibitor: blocks human galactokinase activity; Purified GALK, Kinase-Glo residual ATP luminescence; 270,000 tested, 0.007% active; Potency, µM (top dose mostly 57.5 µM), without a hit: at the top dose activity change, negative = inhibition, usual class: inhibitors; P51570; also: potency is read from the fitted curve at half-maximal effect; % is scaled to controls: 0 for no effect and ±100 for the full control effect
#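 5 nM enzyme, 35 uM ATP, 100 uM galactose, 20 mM HEPES pH8.0, 5 mM MgCl2; 1 h RT; residual ATP by Kinase-Glo Plus luminescence, qHTS format.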
# TSHR antagonist: human thyrotropin receptor antagonism | AID 504810 | TSHR-expressing cells, TSH-stimulated cAMP HTRF, 2 h; stronger effect = lower value | 330,000 tested, 0.2% active | P16473 | activity change, negative = inhibition, % at 11.5 µM;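 active = activity change below a set negative limit, meaning inhibition stronger than a set level, cut at about -70% in these data; inconclusive = activity change between two set negative limits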; also: % is scaled to controls: 0 for no effect and ±100 for the full control effect
# Target sequence (P16473 whole entry, looked up): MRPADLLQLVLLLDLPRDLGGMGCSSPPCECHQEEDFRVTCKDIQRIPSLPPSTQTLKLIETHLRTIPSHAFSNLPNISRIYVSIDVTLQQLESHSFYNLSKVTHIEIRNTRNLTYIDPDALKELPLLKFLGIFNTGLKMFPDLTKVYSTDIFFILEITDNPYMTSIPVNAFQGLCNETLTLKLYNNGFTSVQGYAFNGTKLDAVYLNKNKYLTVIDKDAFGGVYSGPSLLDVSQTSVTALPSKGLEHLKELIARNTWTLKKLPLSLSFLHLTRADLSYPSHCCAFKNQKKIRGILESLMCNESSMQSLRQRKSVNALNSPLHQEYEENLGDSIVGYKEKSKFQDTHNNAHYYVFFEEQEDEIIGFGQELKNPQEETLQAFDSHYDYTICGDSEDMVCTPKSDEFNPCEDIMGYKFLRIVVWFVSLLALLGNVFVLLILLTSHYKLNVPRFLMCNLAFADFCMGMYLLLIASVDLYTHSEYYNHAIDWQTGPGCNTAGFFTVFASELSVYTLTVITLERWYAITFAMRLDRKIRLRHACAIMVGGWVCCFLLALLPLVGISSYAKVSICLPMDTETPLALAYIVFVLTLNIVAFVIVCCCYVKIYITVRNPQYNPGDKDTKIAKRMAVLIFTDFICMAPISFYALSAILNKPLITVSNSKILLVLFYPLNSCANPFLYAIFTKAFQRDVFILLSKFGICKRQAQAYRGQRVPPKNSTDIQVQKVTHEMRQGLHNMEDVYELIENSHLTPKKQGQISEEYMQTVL
#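 Competitive HTRF cAMP read-out (cryptate anti-cAMP antibody, cAMP-d2; 30 min, room temperature) in freshly harvested TSHR cells. Compounds added before TSH at EC80 (4nM final), followed by 2 hours' incubation at 37 deg C.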
# Starred values were filed as active, the others as inactive; ? = inconclusive; . = not tested or not shown; & = joins results of further samples; [ ] = dose if it differs, or a comment. Unless noted, calls follow the shape of the dose curve; as a rule, active = well fitted curve in the direction sought with a large enough effect; inconclusive = small, poorly fitted or top-dose-only effect, or another doubt; inactive = no such curve, though single readings can be large; an effect the other way counts as inactive or inconclusive.
SMILES,Giardia killer,hERG WT inh,MLL CXXC-DNA inh,Coupling enz,A-T KAP1 phos,BCR signal inh,Tb PFK inh,TCR activator,GALK inhibitor,TSHR antagonist
O=C(CCN1C(=O)/C(=C/c2ccccc2Cl)SC1=S)N1CCCC1,4,3,27%,0,-4%,1%,-5%,4%,5%,21
O=C(CCS(=O)(=O)c1ccccc1)Nc1cccc2c1C(=O)NC2=O,11,-2,9%,-1,-2%,?,3%,.,4%,-7
CC(C)CN(CC(C)C)C(=O)CN1c2cccc3cccc(c23)S1(=O)=O,16,4,4%,6,0%,1%,-6%,-4%,.,4
CC(=O)Oc1ccccc1C1=NN(C(=O)/C=C/c2ccccc2)C(c2ccccc2)C1 (configuration not stated),10,0,9%,0,5%,?,0%,-10%[46.1 µM],-3%,26
CCOC(=O)c1c(C)n(OC)c2ccc3c(no[n+]3[O-])c12,1,-14,4%,-1,0%,?,-1%,1%,0%,4
CCN1CCN(CC(=O)c2c[nH]c3ccccc23)CC1,-7,8,0%,2,2%,-1%,-2%,5%,1%,-6
CC1CN(C(=O)C(C)N2C(=O)c3ccccc3C2=O)CC(C)O1 (configuration not stated),16,12,-12%,7,17%,-1%,-1%,-1%,0%,6
CN(Cc1ccccc1)C(=O)c1nc[nH]c1C(=O)N1CCN(c2ccccc2)CC1,-20,-36,.,.,7%,?,-3%,5%,.,-2
CCCC(=O)Nc1cc(-c2cn3cccnc3n2)ccc1OC,7,2,-4%,-2,1%,-8%,3%,-1%,-1%,-7
COc1ccc(-c2cn(-c3ccc(SC(F)F)cc3)c3[n+]2CCC3)cc1OC,-3,-25,11%,0,-1%,?,6%,-3%[46.1 µM],1%,-4
O=C(CNc1cc(S(=O)(=O)N2CCCC2)ccc1OCC(F)(F)F)Nc1ccc(SC(F)F)cc1,8,-5,-1%,-5,.,0%,-1%,-15%[46.1 µM],0%,?
COc1ccc(OC)c(C2NC(=O)CCC2[N+](=O)[O-])c1 (configuration not stated),2,27,-8%,1,-5%,?,2%,4%,-5%,0
CCCCN1C(=S)NC[C@@H]1Cc1ccc(O)cc1,4,0,-6%,2,24%,-2%,5%,0%,1%,24
O=C1NCC(=O)N(Cc2ccccc2)/C1=C/c1ccccc1,-4,-1,-1%,-1,1%,-2%,-8%,4%,0%,1
CN(CC(=O)NCc1ccccn1)S(=O)(=O)c1ccccc1,0,0,-13%,0,3%,4%,-13%[0.46 µM],-3%,-1%,8
Cc1ccc(-c2c(C(=O)N/N=C/c3ccc(C)o3)nnn2-c2nonc2N)cc1,-16,-20,2%,.,1%,-7%,1%,1%,0%,4
CC12CCC(C(N)=O)(c3nc4ccccc4nc31)C2(C)C (configuration not stated),11,0,-2%,3,-2%,6%,-9%,-3%,-5%,5
Nc1nncn1C(=O)CCc1ccccc1,2,-39,6%,-3,-1%,-3%,-2%,1%,0%,9
COC(=O)CNC(=O)c1c(C)cc(=O)oc1C,1,-3,-2%,-1,.,.,.,2%,0%,.
CC1CCN(C(=O)c2[nH]cnc2C(=O)N[C@@H](C)C(=O)OCc2ccccc2)CC1,31[activator],15,-1%,3,6%,8%,-2%,-15%,4%,3
Cn1cccc1C(=O)OCc1nc2ccccc2c(=O)[nH]1,-17,2,.,.,24%,?,0%,9%,.,40
CC[N+](CC)(CCCCS(=O)(=O)[O-])CCNP1(=O)C=C(c2ccccc2)OC(c2ccccc2)=C1,-18,-11,-4%,4,6%,0%,3%,-1%,2%,15
Cc1nc([N+](=O)[O-])c(C(=O)OCc2ccccc2)n1C,-9,6,40%[activator],2,-1%,0%,4%,-8%,-1%,11
C(=C\c1ccccc1)/C=N/N1CCN(Cc2ccccc2)CC1,2,36,11%,0,-9%,-12%,1%,5%,0%,-10
COc1ccc(OC)c(NC(=O)c2ccc(CN3CCOCC3)cc2)c1,0,-6,1%,1,4%,2%,2%,-9%,4%,5
Cc1ccc(/C=N/n2c(COc3ccccc3)n[nH]c2=S)o1,-11,.,0%,0,-3%,6%,-4%,-2%,0%,4
O=C(O)CC1C(=O)NCCN1C/C=C/c1ccccc1 (configuration not stated),-5,-5,-1%,-1,2%,-2%,-3%,-4%,-4%,2
COc1cc(SC)ccc1C(=O)OCC(=O)N1CC(=O)Nc2ccccc21,7,-6,.,.,-2%,?,0%,2%[46.1 µM],.,-5
COC(=O)CC1c2ccccc2S(=O)(=O)N1Cc1ccccc1 (configuration not stated),36&5[activator],-19,-1%,2&0,5%,0%,-2%,-5%,1%,6
O=C1NC(Cc2ccccc2)c2nc3ccc(Br)cc3c(=O)n2-c2cc(Cl)ccc21 (configuration not stated),.,.,.,.,4%,-1%,3%,.,.,-6
COC(=O)Cc1csc(Nc2c(C)n(C)n(-c3ccccc3)c2=O)n1,-2,0,2%,3,-8%,-5%,16%,-2%,-1%,3
COc1ccc(C)cc1S(=O)(=O)N1CCCC(C(=O)N2CCOCC2)C1 (configuration not stated),7,-13,-9%,1,0%,1%,-3%,-2%,4%,7
COc1ccc(CN2C(=O)/C(=C/c3ccc(-c4ccc(Cl)c(C(=O)O)c4)o3)SC2=S)cc1,.,.,50%[activator],2,-4%,-23%,2%,.,-1%,-15
COc1ccc(C)cc1S(=O)(=O)N(CC(=O)NCc1ccco1)c1ccc(C)cc1,0,29,0%,0,5%,1%,-4%,-3%,4%,5
FC(F)(F)c1cccc(-c2nnc3ccc(C(F)(F)F)cn23)c1,0,7,-2%,2,26%,-4%,4%,6%,3%,1
O=S(=O)(c1ccccc1Cl)N1CCCC1c1nc(-c2ccc(Cl)cc2)no1 (configuration not stated),-5,-7,-8%,0,3%,?,-2%,22%,-4%,-30
COc1ccc(N2CCN(C(=O)CCC(=O)c3cc(C)sc3C)CC2)cc1,4,3,4%,-4,0%,-4%,-6%,-9%,4%,-3
COc1ccc(OC)c(CCNC(=O)CCCc2nnc3n(C)c(=O)c4sccc4n23)c1,?,3,4%,4,7%,1%,3%,4%,0%,6
CCCCNC(=O)c1sc2nc(C)cc(COC)c2c1-n1cccc1,-2,3,20%,0,3%,?,1%,1%,-1%,5
COc1ccc(C(C)=O)cc1COC(=O)c1ccc2c(c1)OCCO2,34[activator],-6,.,.,0%,?,12%,-3%,.,8
O=C(CSc1nc2nn(-c3ccccc3)c(=O)c-2c2n1CCCCC2)Nc1ccc(OC(F)F)cc1,17,13,.,.,-4%,5%,-1%,0%,.,-17
O=C(COC(=O)/C=C/c1ccc2c(c1)OCO2)NCc1ccccc1,-17,1,.,.,-4%,0%,-4%,6%,.,1
O=C(COC(=O)c1ccc(S(=O)(=O)N2CCCC2)cc1)Nc1cccc(Br)c1,4,-21,.,.,-1%,?,-12%,16%,.,4
Cn1cc(CC(=O)N2CCN(c3ccccc3F)CC2)c2ccccc21,?,-6,-5%,-1,0%,?,-3%,0%,0%,-8
CCOc1ccc(CNC(=O)Cn2c(=O)c3cccn3c3ccccc32)cc1,16,-8,-1%,1,1%,1%,-5%,13%,4%,-3
CCCCn1c(-c2ccco2)n[nH]c1=S,7,-5,19%,-2,-4%,-11%,-9%,-1%[46.1 µM],3%,5
CCN(CC)C(=O)c1cc2c(=O)n3cccc(C)c3nc2s1,4,-1,2%,1,3%,-17%,4%,-3%,2%,-6
c1ccc(COc2nsnc2N2CCOCC2)cc1,-14,1,13%,-1,-11%,0%,-15%,1%,0%,-6
CCNc1cccc2c1C(=O)N(C)C2=O,-9,-7,?,-1,17%,1%,6%,1%,0%,-12
COc1ccccc1C(=O)Nc1ccc(Oc2nnc(-c3ccc(C)cc3)c3ccccc23)cc1,-9,0,9%,6,-8%,7%,-1%,1%[46.1 µM],-2%,-7
Cc1cc(N2CCCC2)ccc1/C=C1/C(=O)N(C)C(=S)N1C,5,-48,?,0,0%,5%,3%,1%,4%,-11
COc1cccc(/C=C2\SC(=S)N(NC(=O)c3ccncc3)C2=O)c1,-13,-4,-6%,-2,1%,-4%,1%,5%,1%,-14
C=C(C)CN(CC)C(=O)c1ccc(OC2CCN(S(=O)(=O)N(C)C)CC2)cc1,6,-6,-5%,-4,2%[11.5 µM],?,0%,12%,3%,8
c1cncc(CNc2ncnc3sccc23)c1,-11,-4,1%,3,1%,-5%,0%,4%,1%,-2
CC12CN3CCN(CC(C3)/C1=N/NC(=O)Nc1ccccc1)C2,-8,3,0%,0,5%,?,-2%,0%[46.1 µM],3%,5
COc1ccc(NC(=O)NCCCN2CCCC2=O)cc1,-22,-2,10%,0,-4%,?,5%,-6%,0%,11
